Assay outcomes from PubChem.
NCI-60 one-dose screen, 48 h, at 10 µM unless noted. Numbers give growth in % (100 = growth as untreated, 0 = no growth, -100 = all killed).
MOLT-4: MOLT-4 leukemia cells. AID 1794779. 6.9% of 80,000 active
CCRF-CEM: CCRF-CEM leukemia; AID 1794778; 7% of 77,000 active
MDA-MB-435: MDA-MB-435 melanoma; 7.8% of 82,000 active
K-562: K-562 leukemia | 7.4% of 78,000 active
HOP-62: HOP-62 NSCLC. 3.9% of 80,000 active. AID 1794735
RPMI-8226: RPMI-8226 leukemia cells. 7.5% of 77,000 active
MDA-MB-468: MDA-MB-468 breast cancer. AID 2202374. 8.5% of 78,000 active
SR: SR leukemia cells; 8.7% of 73,000 active
Active calls of the source: *; nt = not tested or not shown; & = joins results of further samples. How the source made its calls: active means growth percent below 10; inactive means the rest.

Preview (4 entries):
Every second line gives: MOLT-4	CCRF-CEM	MDA-MB-435	K-562	HOP-62	RPMI-8226	MDA-MB-468	SR
CC(=O)CC(c1ccc([N+](=O)[O-])cc1)c1c(O)c2ccccc2oc1=O (centres undefined)
  100	nt	103	104	102	108	104	93
O=S(=O)(NCCCNc1nccc(-c2c(-c3ccc(F)c(O)c3)nc3occn23)n1)c1ccc(Cl)cc1
  49	48	28	46	88	40	62	55
COc1ccc(/C=C/C(=O)c2ccc(NC(=O)CSc3nnc(-c4ccccc4)o3)cc2)cc1OC
  98	94	94	96	114	73	94	76
OCC[C@H]1C[C@@H]1/C=C/c1ccccc1
  105	97	101	96	99	99	103	106

This part in full, from the start:
Every second line gives: MOLT-4	CCRF-CEM	MDA-MB-435	K-562	HOP-62	RPMI-8226	MDA-MB-468	SR
CC(=O)CC(c1ccc([N+](=O)[O-])cc1)c1c(O)c2ccccc2oc1=O (centres undefined)
  100	nt	103	104	102	108	104	93
O=S(=O)(NCCCNc1nccc(-c2c(-c3ccc(F)c(O)c3)nc3occn23)n1)c1ccc(Cl)cc1
  49	48	28	46	88	40	62	55
COc1ccc(/C=C/C(=O)c2ccc(NC(=O)CSc3nnc(-c4ccccc4)o3)cc2)cc1OC
  98	94	94	96	114	73	94	76
OCC[C@H]1C[C@@H]1/C=C/c1ccccc1
  105	97	101	96	99	99	103	106
CNC(=O)c1cc(-c2ccc(NS(=O)(=O)c3ccc(F)cc3)cc2)nc2cccnc12
  52	74	103	64	83	70	78	53
O=C(NC1=Nc2ccccc2C(=O)NN1)c1cccnc1
  112	97	116	110	110	101	102	108
COc1ccc(-c2cc(C(=O)Nc3nc4cc(C)c(C)cc4s3)nc3cc(-c4ccccc4)nn23)cc1OC
  99	84	97	110	100	88	109	63
NS(=O)(=O)c1ccc(CCn2c(SCC(=O)N/N=C/c3ccccc3[N+](=O)[O-])nc3ccccc3c2=O)cc1
  60	37	97	37	91	38	95	59
O=C(CCN1CCCCC1)c1ccc([N+](=O)[O-])o1
  104	101	117	99	128	103	91	105
Cc1c(C(=O)C2C(=O)N(C)N=C2C(F)(F)F)nnn1-c1ccccc1 (centres undefined)
  92	96	98	nt	85	94	101	96
Cc1ccc(/C=C/CC(=O)Nc2ccc(C(=O)Nc3ccc(F)cc3N)nc2)cn1
  18	18	19	20	51	8.5*	4.6*	31
Cc1ccc(NC2CC(=O)N(c3c(C)cc(C)cc3C)C2=O)c(C)c1 (centres undefined)
  95	89	103	98	110	nt	114	95
COc1ccc(CN2CCCN(Cc3ccc(OC)cc3)C2c2ccccc2)cc1
  77	87	98	96	92	74	93	72
Cn1c(S)c(N=Nc2cccc3ccccc23)sc1=O
  105	94	104	92	82	77	86	101
O=C(O)C1(c2ccccc2)CC1
  107	87	108	116	114	115	nt	108
CCCCCN(CCCCC)C(C)C(=O)c1cc(C)c2ccc3cc(C(C)C)ccc3c2c1 (centres undefined)
  81	98	105	86	nt	114	115	92
CCOC(=O)c1c(CN2CCCC2)nc2ccc(Cl)cc2c1-c1ccccc1
  59	68	107	47	83	54	93	42
CCc1cccc(CC)c1N1C(=O)CSCC1=O
  99	110	106	92	104	110	98	119
COc1ccc(NCC(=O)N2CCN(c3ncnc4c3cnn4-c3ccccc3)CC2)cc1
  41	nt	71	48	80	71	31	64
CCC/C=C(/C=N\NC(N)=S)CC
  78	99	85	69	109	80	63	99
CC1(C)C(=Nc2ccccc2)C(C)(C)C1=Nc1ccccc1
  99	99	113	99	97	99	104	nt
COc1ccc(Cn2c(-c3nonc3NC(C)=O)nc3ccccc32)cc1
  86	84	103	91	71	71	70	nt
Clc1ccc2c(OCCCn3ccnc3)c3oc4ccccc4c3nc2c1
  37	71	84	58	82	99	58	52
CCOc1ccc(C(C)Oc2ccc(C(=O)NS(=O)(=O)C(C)(C)C)cc2C(F)(F)F)nc1 (centres undefined)
  111	103	100	107	106	108	100	116
COc1cccc(C2=NN(C(C)=O)C(c3cccc(NS(C)(=O)=O)c3)C2)c1O (centres undefined)
  116	84	78	nt	97	nt	84	50
Cc1cc(SCSc2cc(C)[o+]c(C)c2)cc(C)[o+]1
  95	95	108	102	93	91	86	105
O=C1/C(=C/c2ccc(B(O)O)cc2F)Oc2ccccc21
  89	84	107	90	92	85	103	93
C[n+]1c(/C=C/c2c(O)ccc3ccccc23)ccc2ccccc21
  nt	10	26	6.8*	55	3.8*	-16*	-36*
CCOC(=O)COC(C)C(=O)OCC (centres undefined)
  107	nt	105	115	110	105	98	103
O=C1/C(=C/C=C/c2ccco2)SC(=S)N1Cc1ccco1
  91	100	97	72	102	101	77	nt

Not a retest: entries from further up.
Every second line gives: MOLT-4	CCRF-CEM	MDA-MB-435	K-562	HOP-62	RPMI-8226	MDA-MB-468	SR
CC(=O)CC(c1ccc([N+](=O)[O-])cc1)c1c(O)c2ccccc2oc1=O (centres undefined)
  100	nt	103	104	102	108	104	93
O=S(=O)(NCCCNc1nccc(-c2c(-c3ccc(F)c(O)c3)nc3occn23)n1)c1ccc(Cl)cc1
  49	48	28	46	88	40	62	55

(more compounds)
Every second line gives: MOLT-4	CCRF-CEM	MDA-MB-435	K-562	HOP-62	RPMI-8226	MDA-MB-468	SR
O=C1N(Br)C(=O)C(c2ccc(Cl)cc2)(c2ccc(Cl)cc2)N1Br
  92	100	105	91	97	87	94	99
C=CCn1c(SCC(=O)Nc2ccc(C(=O)/C=C/c3ccccc3Cl)cc2)nnc1-c1c[nH]c2ccccc12
  85	93	103	78	106	74	103	75
Nc1ccccc1-c1nc2ccccc2[nH]c1=O
  96	104	104	99	84	108	111	97
O=C(CN1CCN(c2cc(=O)[nH]c3ccc(F)cc23)CC1)N1CCCc2ccccc21
  67	96	92	67	93	98	80	81
Nc1cc2c(cc1Br)-c1ccccc1/C2=N\O
  51	49	94	89	114	70	104	70
O=S(=O)(O)c1cc(O)c2ccc(Nc3ccccc3)cc2c1
  116&97&108	104&95&91	114&110&124	99&109&124	106&98&97	88&96&96	129&116&116	94&100
O=C1CCc2c(sc3[nH]c(=S)n(-c4ccccc4)c(=O)c23)C1
  109	95	103	120	97	107	104	121
c1ccc2c(c1)N=C(N1CN(C3=Nc4ccccc4NCC3)CN(C3=NCCNc4ccccc43)C1)CCN2
  111	47	118	102	90	91	103	133
O=c1[nH]c(-c2ccc(Cl)cc2)nc2sc3c(c12)CCCC3
  49	12	93	70	56	97	82	0.7*
C=C1C(=O)O[C@H]2[C@H]1CC/C(COC(=O)NCc1ccc(Cn3c(=O)sn(-c4ccc(C#N)cc4)c3=O)cc1)=C\CC[C@@]1(C)O[C@@H]21
  30	3.9*	60	20	92	6.4*	7.7*	55
NS(=O)(=O)Oc1ccc(-c2ccc3occc3c2)cc1
  109	112	106	113	113	121	94	116
O=C1c2ccc3c4ccc5c6c(ccc(c7ccc(c2c37)C(=O)N1CCC[P+](c1ccccc1)(c1ccccc1)c1ccccc1)c64)C(=O)N(CCC[P+](c1ccccc1)(c1ccccc1)c1ccccc1)C5=O
  46	46	0.9*	16	60	21	-2.4*	36
Cc1nn(-c2ccccc2)c(N2CCOCC2)c1-c1nc2ccc(C(=O)NN=Cc3ccoc3)cc2[nH]1
  95	96	104	95	97	93	106	82
CCN1C(=O)N(CC)C2C1NN=c1s/c(=C\c3cccs3)c(=O)n12 (centres undefined)
  nt	27	-32*	15	46	38	15	nt
CN1C(=O)N(C)C2C1NN=c1s/c(=C\c3ccc([N+](=O)[O-])cc3)c(=O)n12 (centres undefined)
  64	70	6.2*	22	69	nt	53	22
COc1cc(NCCCCCN=C(N)NC(N)=NC(C)C)c2ncccc2c1
  28	25	69	26	57	38	-64*	46
CC(=O)Nc1ccc(C(=O)CCC(=O)O)cc1
  96	88	102	98	88	99	101	105
COc1cc(/C=C2/Oc3cc4occc4c(OC)c3C2=O)ccc1OCC(=O)Nc1ccc(S(=O)(=O)N=C(N)N)cc1
  99	93	111	97	105	95	94	94
CCN(CCCCCCCCCCN1CC(=O)N(CCCCCCCCCCN(CC)Cc2ccccc2OC)CC1=O)Cc1ccccc1OC
  -33*	-26*	-72*	-58*	-72*	-70*	-88*	-61*
COC(=O)CCCCCCCC(C)=O
  85	nt	98	88	100	97	94	91
COc1ccccc1C(C[N+](=O)[O-])c1c(-c2ccccc2)[nH]c2cc(C)ccc12 (centres undefined)
  53	54	14	8.7*	72	62	44	24
CN1CCC(NC(=O)Nc2ncccc2OCc2ccccc2)CC1
  79	82	110	70	88	77	82	nt
C=C(c1ccc(OC)c(/C=C/C(=O)c2ccc3c(c2)OCO3)c1)c1cc(OC)c(OC)c(OC)c1
  11	13	23	6.9*	36	12	37	6.4*
O=C(/C=C/c1ccco1)Nc1ncc(Cc2cc(Cl)ccc2Cl)s1
  14	17	-47*	7.9*	18	23	15	12
N=C(N)CCCCCCCCC(=N)N
  70	nt	95	49	77	64	38	nt
Cn1c(=O)[nH]c(=O)c2nc(CC(=Nc3ccc(F)cc3)c3ccccc3)c(=O)[nH]c21
  103	101	98	103	99	103	102	103
CCCCCCCCCCCC1=NC(C)(C)CN1c1ccccc1
  nt	85	101	nt	97	nt	94	nt
Cc1cc2ccccc2c[n+]1CCCC[n+]1cc2ccccc2cc1C
  106	101	102	82	90	110	110	108
O=C(O)Cc1ccc(NC(=O)c2ccccc2Nc2ccnc(C(F)(F)F)c2)cc1
  95	91	110	115	97	98	104	98
CCCCC(CC)C(=O)OC(C)C(=O)N(CCCC)CCCC (centres undefined)
  110	101	106	109	96	104	107	111
Cc1ccc2nc(COc3ccc(C(=O)NNC(=S)NCCc4ccccc4)cc3)[nH]c2c1
  96	98	98	86	42	88	16	88
O=C(Nc1nc(-c2ccccc2)cs1)c1cc(-c2ccc(Cl)cc2)nc2ccc(Cl)cc12
  85	91	99	70	102	61	89	98
COc1cc(C2C3=C(CC(C)(C)CC3=O)N(c3sc4c(c3C#N)CCCC4)c3nc(N)c(C#N)c(N)c32)cc(OC)c1OC (centres undefined)
  37	62	62	45	101	15	61	39
CSc1nc(Sc2ccccc2)c(C#N)c(-c2cccc([N+](=O)[O-])c2)n1
  72	85	95	80	111	102	110	nt
COc1ccc(C2=NC(=O)NC2c2ccc(OC)cc2)cc1 (centres undefined)
  66	68	9.8*	21	42	57	44	nt
N#Cc1ccc(C(=O)C[n+]2ccn(CCC(=O)Nc3cccc4cccnc34)c2)cc1
  106	102	105	102	106	102	92	98
Clc1ccc2c(Nc3ccc4oc(NCCN5CCCC5)nc4c3)ccnc2c1
  67	70	101	21	109	77	71	1.4*
COc1ccc(-c2cc(-c3ccc(OC)c(OC)c3)nc(SCCCCCC(=O)NO)n2)cc1
  14	23	41	26	60	29	55	-1.0*
CN1CCN(Cc2ccc(NC(=O)c3cncc(C#Cc4[nH]nc5ncncc45)c3)cc2C(F)(F)F)CC1
  47	51	39	12	66	45	58	48
CC(=O)c1cc2c(cc1C)CCCC2(C)C
  109	93	112	106	116	107	106	104
CC(=N\NC(=O)c1ccccc1)/C(C)=N/NC(=O)c1ccccc1
  105	93	105	110	104	93	104	109
COc1cc([C@H]2Nc3cc(Cl)cc(Cl)c3C3C=CCC32)cc(Br)c1OC (some centres undefined)
  81	88	95	84	103	85	90	79
O=C(NNc1nccc(Nc2ccc(S(=O)(=O)Nc3ccncc3)cc2)n1)c1cccc(Br)c1
  120	116	106	116	101	107	110	99
O=c1[nH]c2ccc(Cl)cc2cc1CSc1nccc(-c2ccc(Cl)cc2)n1
  86	113	76	65	7.8*	71	30	89
COc1ccc(C2NCc3c(nc4c(c(C)nn4-c4ccccc4)c3-c3ccc(Cl)cc3)N2)cc1 (centres undefined)
  nt	94	106	95	89	113	104	79
COc1ccc(-c2cc3c(OC)c(OC)c(OC)cc3oc2=O)cc1
  65	nt	-17*	26	50	55	24	nt
CC/C(=C(/c1ccc(O)cc1)c1ccc(OCCN(C)C(=O)COCCOCCNC(=O)Cc2ccc3c(c2)CN([C@@H]2CCC(=O)NC2=O)C3=O)cc1)c1ccccc1
  nt	17	74	nt	39	72	-16*	nt
Cc1nc(Nc2ccc(F)c(Cl)c2)sc1C(=O)O
  6.9*	9.7*	20	nt	27	5.1*	-1.7*	5.9*
COc1ccc(/C=C2\CCCCC3=C2N=C2SC(C)=CN2C3c2ccc(OC)cc2)cc1 (centres undefined)
  95	102	111	95	106	103	112	86
CCOc1ccc2nc(NC(=O)CN3CCN(CCN4C(=O)c5cccc6cccc(c56)C4=O)CC3)sc2c1
  24	29	77	nt	88	31	72	26
O=C(OC1CCCC1)c1ccccc1
  89	111	115	110	109	103	100	101
O=C(CSCC(=O)c1ccc([N+](=O)[O-])cc1)c1ccc([N+](=O)[O-])cc1
  87	nt	100	89	86	95	110	100
Cc1ccc(NC(=O)/C=C/C(=O)O)c(NC(=O)/C=C/C(=O)O)c1
  94	95	105	97	101	101	nt	91
CC(C)c1ccc(/C=N/N=C(N)N)cc1
  46	36	-29*	20	84	17	35	22
C=C1CC[C@@H]2[C@]3(C)COC(c4cn[nH]c4-c4ccc(F)cc4)O[C@@H]3CC[C@@]2(C)[C@@H]1C/C=C1/C(=O)OCC1O (some centres undefined)
  1.2*	-4.0*	-62*	-24*	-11*	0.9*	-82*	9.7*
C=CCn1c(SCC(=O)Nc2ccc(OC)cc2)nnc1-c1ccc(OC)cc1
  96	82	97	103	94	99	82	93
O=C(Cn1nncc1CN1C(=O)CSC1=O)Nc1ccccc1F
  102	108	97	105	102	110	101	123
Cn1c(=O)c2c(nc3n2CCN3CCc2ccc(O)c(O)c2)n(C)c1=O
  91	nt	103	99	98	100	89	85
